# High-throughput results (PubChem BioAssay)
# Rad51 HR inh – blocks human Rad51 in homologous recombination; Q06609; inhibition, % at 10 µM; 0.085% of 200,000 active; hRad51 DNA strand exchange, fluorescence dequenching; AID 1385;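 active = inhibition above 40% at the single screening dose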;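 note: 0% = DMSO control wells and 100% = blanks with heterologous ssDNA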
# Target sequence (Q06609 whole entry, looked up): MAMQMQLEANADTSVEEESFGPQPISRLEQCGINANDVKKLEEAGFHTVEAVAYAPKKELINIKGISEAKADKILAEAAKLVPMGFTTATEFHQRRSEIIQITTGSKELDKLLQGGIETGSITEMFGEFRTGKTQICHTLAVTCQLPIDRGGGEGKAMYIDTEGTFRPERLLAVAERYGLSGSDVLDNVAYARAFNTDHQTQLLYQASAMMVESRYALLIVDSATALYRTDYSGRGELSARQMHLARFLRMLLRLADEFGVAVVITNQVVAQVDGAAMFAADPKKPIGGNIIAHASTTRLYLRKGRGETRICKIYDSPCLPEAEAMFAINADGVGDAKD
#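 Test system: preformed human Rad51 ssDNA filaments; also added: Donor/quencher-labelled 47-bp dsDNA substrate; doses: 10 µM final, single point; times: 37 °C 15-min filament assembly, 30-min compound preincubation, 15-min exchange; detection: FRET fluorescence dequenching, excitation 485 nm, emission 520 nm; read-out basis: Fluorescence-based percent inhibition, control- and blank-normalised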
# Furin inhibitor – human furin inhibition. 0.061% of 220,000 active. inhibition, % at 30 µM. purified furin, fluorogenic substrate cleavage. P09958; in the data active = inhibition above about 25%; note: inactives centre near -15
# 14-3-3 Bad inh – disrupts binding of bovine 14-3-3 zeta to phospho-Bad peptide; AID 781; inhibition, % at 21.7 µM; P63103; TR-FRET 14-3-3zeta/Dy647-pBad peptide displacement, 1 h; 0.71% of 220,000 active;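 active = inhibition above about 70%, limit read from the data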;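 note: 0% = full 14-3-3 plus peptide FRET controls and 100% = background without 14-3-3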
# Target sequence (P63103 whole entry, looked up): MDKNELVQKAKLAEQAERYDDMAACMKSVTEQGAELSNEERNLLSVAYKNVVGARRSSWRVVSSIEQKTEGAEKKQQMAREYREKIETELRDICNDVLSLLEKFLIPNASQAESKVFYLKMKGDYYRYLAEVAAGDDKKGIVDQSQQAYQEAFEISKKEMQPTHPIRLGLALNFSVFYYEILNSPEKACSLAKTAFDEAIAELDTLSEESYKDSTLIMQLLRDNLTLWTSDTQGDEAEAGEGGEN
# KCC2 mod – KCC2 (human) Cl- transport modulation. Q9H2X9. KCC2 cells, thallium flux FluoZin-2 fluorescence. B-score of Tl+ flux slope (higher = more flux/activation; lower = inhibition) at 10 µM. 2.2% of 190,000 active. AID 1456;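 active = thallium flux slope and its plate-corrected score both differing from the plate sample mean at a set confidence after two filtering rounds, in either direction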;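 note: slope of fluorescence scaled to starting intensity during 10 to 20 s after thallium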
# KLK5 inh – blocks human kallikrein 5 protease activity; Q9Y337; recombinant hK5, fluorogenic AMC substrate cleavage; inhibition, % at 5 µM; 0.59% of 210,000 active; AID 873;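 active = inhibition of 40% or more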;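 note: 0% = enzyme controls without compound and 100% = no-enzyme blanks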
# Target sequence (Q9Y337 67-293 limits assumed): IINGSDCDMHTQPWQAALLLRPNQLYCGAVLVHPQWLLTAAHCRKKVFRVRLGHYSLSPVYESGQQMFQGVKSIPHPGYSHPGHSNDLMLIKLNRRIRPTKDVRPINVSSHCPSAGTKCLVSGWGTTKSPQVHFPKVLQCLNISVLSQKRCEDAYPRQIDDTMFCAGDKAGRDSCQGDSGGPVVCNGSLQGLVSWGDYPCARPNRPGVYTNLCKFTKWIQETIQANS
# EBV gp42 block – blocks Epstein-Barr virus glycoprotein 42 binding | Fluorescence polarization binding assay, mP read-out | inhibition, % (tested at 21.74 µM) | 0.42% of 220,000 active | AID 1085; in the data active = inhibition above about 50%
# Target sequence (Q1HVG2 whole entry, looked up): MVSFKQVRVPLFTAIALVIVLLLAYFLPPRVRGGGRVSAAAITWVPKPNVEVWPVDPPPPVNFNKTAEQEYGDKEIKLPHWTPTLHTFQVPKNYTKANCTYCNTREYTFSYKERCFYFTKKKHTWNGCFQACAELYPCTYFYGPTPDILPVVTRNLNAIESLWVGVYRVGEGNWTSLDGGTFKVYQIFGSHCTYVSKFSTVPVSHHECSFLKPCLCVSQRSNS
# eIF4E-4G inh – inhibitors of eIF4E and eIF4G interaction in translation initiation; P63073+Q04637; AID 782; 0.37% of 220,000 active; TR-FRET eIF4E-eIF4GI(517-606) binding, 2 h; inhibition, % at 21.7 µM;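 note: 0% = full FRET control wells and 100% = background wells lacking eIF4GI fragment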
# p47phox inh – p47phox (human) inhibition. P14598. p47phox/p22phox peptide binding, fluorescence polarization, 2 h. inhibition, % at 24.7 µM. 0.53% of 220,000 active. AID 1274;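 note: 0% = p47phox with labelled peptide and 100% = labelled peptide alone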
# thrombin 1536 – thrombin (human) inhibition; P00734; alpha-thrombin, Boc-VPR-AMC fluorogenic substrate cleavage; inhibition, % at 5 µM; 0.26% of 220,000 active; AID 1046;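 active = inhibition at or above 40%; inactive = inhibition below 40%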;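 note: 0% = enzyme with no compound and 100% = wells without enzyme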
#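 System – human alpha-thrombin · Medium – pH 7.5 Tris (50 mM) with NaCl 150 mM, Tween 20 0.05% · Compound – single-point dosing at 5 µM, 0.2% DMSO · Incubation – enzyme reaction carried out at room temperature · Technique – fluorescence of released AMC, ex 355 nm, em 460 nm · Read-out basis – % inhibition of thrombin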
# Starred values were filed as active, the others as inactive; . = no result given; & = joins results of further samples; [ ] = another dose, or the depositor's remark.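 Rule for the calls, unless noted: active = inhibition above about 30% (limit read from the data); inactive = the rest.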
Molecule	Rad51 HR inh	Furin inhibitor	14-3-3 Bad inh	KCC2 mod	KLK5 inh	EBV gp42 block	eIF4E-4G inh	p47phox inh	thrombin 1536
COc1ccc(CN=C2NC(=O)CC(C(=O)Nc3ccc(F)cc3)S2)cc1 (stereo not drawn)	6	-7	86*[fluorescence artefact?]	-0.22	-3	-7	36*	1	-11
Cc1cc(C(F)(F)F)n2ncc(-c3cccc(Br)c3)c2n1	-3	-6	-1	.	14	-4	0	-1	1
Cc1ccc2nc(C)c(C(=O)NN=C3CCCCCC3)n2c1	0	-33	-9	1.3	1	-5	-3	0	-9
O=C(CSc1cccc[n+]1[O-])N1CCc2ccccc21	.	-4	1	-0.036	1	-53	0	-8	1
COc1cc(/C=N\NC(=O)c2ccc(=O)[nH]n2)cc(OC)c1OC	16	-15	-5	-0.085	-23	-22	8	-9	-10
CN1C(=O)CC(N2CCN(c3ccc(Cl)cc3)CC2)C1=O (stereo not drawn)	-1	-13	-20	0.32	-19	-12	-1[fluorescence artefact?]	-11	-13
CCCN1CCN(C(=O)c2cccc3c2C(=O)N(CCOC)C3)CC1	1	-13	19	-0.45	3	-17	3	-12	4
COc1cc(CCCN2C(=S)NC[C@H]2Cc2ccc(O)cc2)cc(OC)c1OC	-5	-38	1	-1.1	1	-10	-2	-8	1
O=C(N/N=C/c1ccc2c(c1)OCO2)c1sc2cc(Cl)ccc2c1Cl	5	-20	50	-0.16	-5	-14	30*	31*	-9
COc1ccc(OC)c(NC(=O)CN2CCC(C(=O)c3ccc(C)cc3)CC2)c1	-1	-16	-1	-0.15	-4	-11	-15	-45	-15
Cc1ccc(NC(=O)Cn2c(=O)n(CCCCC(=O)NCc3ccco3)c(=O)c3ccccc32)cc1	9	-25[20 µM]	5[fluorescence artefact?]	-1.3	-9	-17	-3[fluorescence artefact?]	-7	-13
CCC(C)NC(=O)CSc1nnc(-c2ccoc2C)n1CC1CCCO1 (stereo not drawn)	1	-24[20 µM]	3	0.62	-21	0	-13	-9	1
COc1cccc(C(c2c(O)nc(SC)n(C)c2=O)c2c(O)nc(SC)n(C)c2=O)c1	3	-21	60	0.42	3	3	13[fluorescence artefact?]	1	-5
COc1ccc(OC)c(-c2cc(C(=O)Nc3cc(C)n(Cc4ccc(Cl)cc4)n3)no2)c1	-1	-15	1	.	2	-84	6	-3	-6
COC(=O)Cc1cc(=O)oc2cc(O)ccc12	1	-145	10	-0.061	-32	-20	5	3	-31
Cc1nn(C)c(C)c1NC(=O)Nc1cccc(C(F)(F)F)c1	-4	-25	-3	0.021	4	6	-4	0	-5
C/C(=N\NC(=O)c1cccc([N+](=O)[O-])c1)c1cccc(NC(=O)C2CC2)c1	-1	-33	-1	.	1	-5	0	-3	-9
COc1cccc(NC(=O)Nc2nnc(N3C(C)CCCC3C)s2)c1 (stereo not drawn)	.	-11	3	1.2	0	2	-2	-12	-4
Cc1ccc2c(c1)NC(=O)C(CC(=O)NCc1cccnc1)O2 (stereo not drawn)	-7	-31	-8	.	-18	-18	-1	-9	-2
O=[N+]([O-])c1cc(C(F)(F)F)ccc1Sc1ccc2ccccc2n1	-9	-14[20 µM]	-7	.	-1	-17	11	-8	4

# Laid out differently: 2 of the compounds above
smiles: Cc1nn(C)c(C)c1NC(=O)Nc1cccc(C(F)(F)F)c1
  Rad51 HR inh: -4	Furin inhibitor: -25	14-3-3 Bad inh: -3	KCC2 mod: 0.021	KLK5 inh: 4	EBV gp42 block: 6	eIF4E-4G inh: -4	p47phox inh: 0	thrombin 1536: -5

smiles: COC(=O)Cc1cc(=O)oc2cc(O)ccc12
  Rad51 HR inh: 1	Furin inhibitor: -145	14-3-3 Bad inh: 10	KCC2 mod: -0.061	KLK5 inh: -32	EBV gp42 block: -20	eIF4E-4G inh: 5	p47phox inh: 3	thrombin 1536: -31

# An excerpt from above with just eIF4E-4G inh, KCC2 mod and 14-3-3 Bad inh:
compound | eIF4E-4G inh | KCC2 mod | 14-3-3 Bad inh
COC(=O)Cc1cc(=O)oc2cc(O)ccc12 | 5 | -0.061 | 10
Cc1nn(C)c(C)c1NC(=O)Nc1cccc(C(F)(F)F)c1 | -4 | 0.021 | -3

# Next section.
Molecule	Rad51 HR inh	Furin inhibitor	14-3-3 Bad inh	KCC2 mod	KLK5 inh	EBV gp42 block	eIF4E-4G inh	p47phox inh	thrombin 1536
CCCS(=O)(=O)c1nc(C)cc(C)c1S(C)(=O)=O	-9	-18	-11	-0.95	0	-1	3	-6	-8
CCn1c2ccc(C)cc2c2nc3cc(C(=O)O)ccc3nc21	2	-17	2	-1.4	-7	-4	3	-13	-3
COc1c2ccoc2nc2c(OC)cccc12	0&6	-15[20 µM]	2	-0.053	3	-5	2	5	1
CCOC(=O)C1=NNC(C(=O)c2ccccc2)C1c1ccc(C)cc1 (stereo not drawn)	16	-16	-3	-0.65	4	-11	2	0	2
Cc1ccc([N+](=O)[O-])c(OCCN2CCNCC2)c1	-7	-22	16	0	-9	-7	0[fluorescence artefact?]	-2	-7
Cc1cc(C)c2nc(NC(=O)C3CCCO3)sc2c1 (stereo not drawn)	-4	-13[20 µM]	0	-0.00098	-10	-5	-2	-14	-6
Cn1c(SCc2nc(-c3ccccc3)no2)nnc1-c1ccco1	2	-11[20 µM]	-2	-0.84	4	-5	-2[fluorescence artefact?]	-6	2
Cc1ccccc1Nc1nc(-c2ccccc2)c(C(=O)Nc2cccnc2)s1	-3	-4	-12	0.41	-7	6	7	-20	-10
Cc1nn(C)cc1C(=O)NNC(=S)Nc1ccc(Cl)cc1	-1	-27[20 µM]	0	.	-64	-10	-1	-9	0
COc1cccc(CN2CCN(C(=O)c3ccc(-c4ccccc4)cc3)CC2)c1OC	.	-26	38	-0.069	.	-7	-1	-17	-1
COc1ccc(-n2c(Cc3cccn3C)nnc2SCC(=O)NC2CCCC2)cc1	-3	-14	6	-0.59	-12	4	-7	-4	-10
O=C(NC(=S)Nc1nc2ccccc2s1)c1cccs1	-11	-8	-21[fluorescence artefact?]	72*	-9	-14	12	-15	-1
OC(CN1CCN(Cc2ccccc2)CC1)c1ccc(F)cc1 (stereo not drawn)	-34	-20	53	-0.13	-7	-9	1	-1	-4
O=C(NCc1ccco1)C1CCN(c2nc3ccccc3n2Cc2ccccc2F)CC1	-8	-23	2	-1.4	0	4	8	-2	-11
CCOC(=O)c1ccc(NC(=O)C(CC)CC)cc1	0	-14	1	1.9	-1	-7	-1	-5	-4
COC(=O)CN1C(=O)COc2ccc(Cl)cc21	4	-11	4	1	-10	-10	2[fluorescence artefact?]	-6	-5
O=C(Nc1c(C(=O)NCc2ccco2)cnn1-c1ccccc1)c1cccc(F)c1	-14	-10	-1	-0.77	1	-8	3	4	1
FC(F)(F)c1ccc(Nc2nnnc3ccccc23)cc1	21	-11	34	-0.22	1	-10	2	-10	-1
CC(C)N(CCO)C(=O)C(c1ccccc1)c1ccccc1	1	-14	-10	0.12	-8	-4	3	-4	-5
CNc1nc2ccccc2n(C)c1=O	-2	-20	-11	.	2	-9	0	-3	0
Cc1ccc(-c2nn(C(C)(C)C)c3ncnc(N)c23)cc1	-1	0[20 µM]	13	-0.55	9	-12	8	-2	-3
Cc1c(O)ccc(-c2n[nH]c(C(=O)O)c2-c2nc3ccccc3s2)c1O	.	-14	1	-0.073	6	-16	1	-6	13
CC(C)CNC(=O)NC(=O)COc1ncnc2sccc12	1	-17[20 µM]	-7	-1	-17	0	5[fluorescence artefact?]	-12	2
CC(=O)CCc1oc2c([N+](=O)[O-])cccc2c1-c1ccc(C)o1	6	-25	1	-0.51	7	3	0	-14	-2
Cc1ccc(C)c(NC(=S)N(CCc2ccncc2)C(C)C)c1	.	-28	-13	-0.0047	.	-12	0	4	0
CCc1nc(SCC(=O)NNC(=O)C(C)C)c2ccccc2n1	-11	11[20 µM]	-9	0.98	-13	7	-3	-15	-18
O=C(CCCSc1nc2ccccc2s1)NC1=NCCS1	-2	-19[20 µM]	-5[fluorescence artefact?]	-0.76	-8	-19	4	-11	-3
Cc1ccc(NC(=O)CN2C(=O)COc3ccc(C)cc32)nc1	7	-11	-4	0.61	-11	-3	0	17	-6
CCOC(=O)C1(Cc2ccccc2)CCCN(C2CCN(C(C)=O)CC2)C1 (stereo not drawn)	-17	-15	-5	-0.016	.	-21	2	-93	-1
C=C(C)CNC(=S)N/N=C(\C)c1cccc(NC(C)=O)c1	-14	6	-5	0.22	75*	-4	-3	-15	11
CC(=O)C(/C=N/c1ncc(C(F)(F)F)cc1Cl)=C(\C)O	6	-22	-8	0.13	-2	-7	-2	-3	-4
CCC(C)[C@H](NC(=O)Nc1ccc(C)cc1C)C(=O)O (stereo partly drawn)	.	-15	4	-0.054	1	-13	2	-13	-8
CCOC(=O)c1nnc(-c2ccccc2)nc1N1CC(C)OC(C)C1 (stereo not drawn)	-11	-14	-2	1.7	-1	-10	2	-2	0
Cc1[nH]nc2c1C1(C(=O)Nc3ccc([N+](=O)[O-])cc31)C(C#N)=C(N)O2 (stereo not drawn)	-9	-8[20 µM]	-2	0.92	6	-27	5	-10	3
O=C(C1CCN(C2CCN(C/C=C/c3ccccc3)CC2)CC1)N1CCOCC1	.	-23	-1	.	.	8	0	-3	-7
COc1ccc(C(=O)CSc2nnc(CC(=O)Nc3ccccc3OC)n2C)cc1	3	-19	26	0.51	-15	6	-2	-4	2
COc1ccc(/C=C(/NC(C)=O)C(=O)O)cc1	.	-8[20 µM]	10	-0.69	-20	-13	-1	3	-5
COc1ccc(C/C(C)=N/NS(=O)(=O)c2ccc(Br)cc2)cc1	.	-25	-2	0.29	17	-11	-2	-1	-1
Cc1ccc(C(=O)N2CCN(c3ccccc3)CC2)cc1C	9	-5	7	-0.11	-3	-10	-5	2	-8
CCOCc1nnc(NC(=O)c2cc(OC)c(OC)cc2[N+](=O)[O-])s1	7	-18	-10	0.15	-6	7	1	3	5
COc1ccc(-c2cnnc(N/N=C/c3ccc(C)o3)n2)cc1	-6	-9	-14	0.0065	3	-18	3	-16	1
CCOC(=O)N1CCC(N2CCN(S(=O)(=O)c3ccc(C)cc3)CC2)CC1	-5	-22[20 µM]	64	.	-14	-2	0	8	-8
COC(=O)CCSCC(=O)Nc1ccc(C)c(S(=O)(=O)N2CCCCC2)c1	-1	-17	6	-0.22	-2	-7	-2	1	-6
Cc1cccc(CN2CCCC(C(=O)N3CCc4ccccc4C3)C2)c1 (stereo not drawn)	2	-6[20 µM]	54[fluorescence artefact?]	1.2	-4	-11	6	-10	5
Cc1cc(C)c(C#N)c(=N)o1	.	-16	22	-0.63	21	-4	15	18	4
Cc1cccc(C)c1NC(=O)CSC(=S)N1CCCC1	-7	-18	-11	0.41	2	-11	1	-10	-2
Cc1ccc(-c2cc(C(=O)NCCCn3ccnc3)c3cc(Br)ccc3n2)o1	-14	0[20 µM]	-6	1.1	-11	-11	-3[fluorescence artefact?]	-12	2
N#CC(c1ccccc1)c1cccc(Cl)n1 (stereo not drawn)	12	-15	1	0.37	-15	6	-3	-3	5
Brc1ccccc1CN1CCC(N2CCCCC2)CC1	-9	0	16	0.55	-4	-24	0	-13	-2
Cn1c(NC(=O)CC2CCCCC2)cc(=O)n(C)c1=O	-2	-37	-3	-0.33	2	-10	-21	5	-3
N#Cc1c(NCCO)nc(NCc2ccccc2)c2c1CCN(Cc1ccccc1)C2	-2	-10	-21[fluorescence artefact?]	0.14	-14	2	5[fluorescence artefact?]	5	1
